GLP1R inv ag: inverse agonists of human GLP-1 receptor. actives 1.6% (n = 410,000). P43220. Potency, µM (doses to about 38.3 µM), for the others: top-dose activity change, negative = inhibition, usual class: inhibitors. HEK293 GLP-1R CRE-luciferase, luminescence, 24 h; GLP-1R form is constitutively active. AID 624417; note: potency is the fitted concentration of half-maximal effect; % is set by controls: 0 for no effect and ±100 for the full control effect; nearly all actives have a fitted effect of over 55% in size
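Inverse agonism was detected as reduced cAMP-driven luciferase luminescence after 24 h compound treatment. The cells were HEK293 clones expressing constitutively active human GLP-1R with the reporter. Reporter-only and GPR119 cell lines served as counterscreen controls.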
GLP1R cytotox: cytotoxic in the GLP-1 receptor inverse agonist counter-screen. HEK293 cAMP-luciferase reporter cells, luminescence, 24 h. Potency, µM (highest dose often 38.3 µM), without a hit: at the highest dose activity change, negative = inhibition, usual class: inhibitors. actives 0.13% (n = 410,000). AID 624418;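 note: loss of luciferase light is scored as toxicity; potency is the fitted concentration of half-maximal effect; % is set by controls: 0 for no effect and ±100 for the full control effect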
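Luminescence readout: signal drop marks cytotoxicity. Plated cells grew 12 h at 37 °C, 5% CO2, received 23 nL compound for 24 h, then got luciferase reagent, read after 12 min at RT.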
PI5P4Ka inh: inhibitors of human PI5P4K alpha. P48426. actives 1.2% (n = 330,000). PI5P4Kalpha enzyme, ADP-Glo luminescence, 60 min; stronger effect = lower value. max response, %; active = max response of -50% or lower; inconclusive = between -30% and -50%; inactive = -30% or higher; note: value at the top dose of about 77 µM; % is set by controls: 0 for no effect and ±100 for the full control effect
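PI5P4Kalpha ADP-Glo assay; 5 microM ATP final; 60 min RT reaction; HEPES pH 7.4/EGTA/CHAPS, 5% DMSO; controls lacking substrate or enzyme; luminescent end-point.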
WRN helicase inh: WRN helicase (human) inhibition. Q14191. actives 0.46% (n = 360,000). WRN helicase unwinding, fluorescent forked duplex, kinetic. Potency, µM (series often up to 114 µM), without a hit: top-dose activity change, negative = inhibition, most hits filed as inhibitors; note: potency is the fitted concentration of half-maximal effect; % is set by controls: 0 for no effect and ±100 for the full control effect; nearly all actives have a fitted effect of over 55% in size
Target sequence (Q14191 whole entry, looked up): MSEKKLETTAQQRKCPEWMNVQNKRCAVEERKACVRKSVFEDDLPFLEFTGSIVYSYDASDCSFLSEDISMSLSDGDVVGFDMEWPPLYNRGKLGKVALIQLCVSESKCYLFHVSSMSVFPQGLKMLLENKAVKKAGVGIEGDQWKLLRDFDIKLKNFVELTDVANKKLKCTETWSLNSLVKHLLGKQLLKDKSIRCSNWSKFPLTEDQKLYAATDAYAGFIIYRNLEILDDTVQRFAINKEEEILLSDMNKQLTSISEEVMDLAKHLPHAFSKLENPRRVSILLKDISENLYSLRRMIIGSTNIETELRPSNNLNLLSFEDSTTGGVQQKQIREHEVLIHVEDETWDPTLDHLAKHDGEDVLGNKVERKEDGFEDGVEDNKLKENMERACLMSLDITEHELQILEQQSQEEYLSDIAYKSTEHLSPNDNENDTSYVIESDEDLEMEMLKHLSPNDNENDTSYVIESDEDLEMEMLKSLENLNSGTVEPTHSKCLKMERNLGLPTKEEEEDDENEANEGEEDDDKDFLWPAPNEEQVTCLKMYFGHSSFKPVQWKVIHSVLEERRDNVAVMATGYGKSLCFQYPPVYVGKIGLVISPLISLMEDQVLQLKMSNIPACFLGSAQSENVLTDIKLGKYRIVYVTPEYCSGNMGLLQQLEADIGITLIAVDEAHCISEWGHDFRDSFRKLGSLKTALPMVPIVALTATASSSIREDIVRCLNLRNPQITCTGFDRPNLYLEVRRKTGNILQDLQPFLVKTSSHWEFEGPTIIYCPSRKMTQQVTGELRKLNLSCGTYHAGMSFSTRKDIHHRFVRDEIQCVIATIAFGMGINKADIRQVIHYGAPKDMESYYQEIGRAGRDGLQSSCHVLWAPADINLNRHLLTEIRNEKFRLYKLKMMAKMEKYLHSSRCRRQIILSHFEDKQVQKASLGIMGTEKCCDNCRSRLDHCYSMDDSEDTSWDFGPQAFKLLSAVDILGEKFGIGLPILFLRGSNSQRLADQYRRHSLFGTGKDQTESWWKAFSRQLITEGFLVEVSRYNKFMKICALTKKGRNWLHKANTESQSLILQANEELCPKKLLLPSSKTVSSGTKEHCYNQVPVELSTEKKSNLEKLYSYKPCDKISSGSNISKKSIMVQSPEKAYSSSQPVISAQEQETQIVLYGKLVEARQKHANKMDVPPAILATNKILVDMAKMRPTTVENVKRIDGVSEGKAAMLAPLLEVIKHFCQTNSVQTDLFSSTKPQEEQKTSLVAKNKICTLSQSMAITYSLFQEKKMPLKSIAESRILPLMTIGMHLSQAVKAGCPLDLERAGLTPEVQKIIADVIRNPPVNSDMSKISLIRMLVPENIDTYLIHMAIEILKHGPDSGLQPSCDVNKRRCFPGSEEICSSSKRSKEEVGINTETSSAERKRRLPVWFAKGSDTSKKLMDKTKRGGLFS
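WRN at 20 nM final preincubated with compound 15 min at room temperature; reaction started with 100 nM fluorophore/quencher forked duplex oligonucleotide and 2 mM ATP final. Unwinding followed kinetically by red fluorescence (ex 525, em 598 nm).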
GLP1R ag: agonists of human GLP-1 receptor. P43220. HEK293 GLP-1R CRE-luciferase, luminescence, 4-6 h; cells express a hypersensitive GLP-1R form. actives 0.007% (n = 380,000). AID 624172. Potency, µM (doses to about 45.6 µM), inactives show at the top dose activation, actives largely listed as activators; note: potency is the fitted concentration of half-maximal effect; % of control where 0% means no effect
IL2 activator: activators of IL-2 | IL-2 activation reporter assay, cell-based qHTS; stimulated with anti-CD3/CD4/CD28 beads; in transgenic mouse T cells | activation, % (series mostly up to about 46 µM) | actives 0.065% (n = 360,000) | AID 652025; in the data active = activation above about 50%; inconclusive = mostly about 30% to 49%; note: 0% is about no effect
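Unstimulated transgenic mouse T cells, 750 per well, received compound and, after 60 minutes, anti-CD3/anti-CD4 bead plus anti-CD28 stimulation. EGFP and DsRed were quantified after 18 hours.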
D3 ag: D3 dopamine receptor (human) agonism; P35462; D3R DiscoveRx beta-arrestin cells, luminescence, 90 min; max activation, %; actives 0.58% (n = 410,000); AID 652048; in the data active = max activation above about 30%; note: 0% is about no effect; mostly tested at two doses, the higher about 12 µM
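Agonist mode: compounds and dopamine controls were applied to plated cells for 90 min at 37 degrees C after an overnight attachment at 1500 cells/well. Luminescent read-out followed 30 - 60 minutes at room temperature with DiscoveRx detection reagent.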
PLK1 PBD inh: inhibitors of human PLK1 polo-box domain binding; Potency, µM, inactives show max response, negative = inhibition, most hits filed as inhibitors; actives 2.8% (n = 360,000); Plk1 PBD binding of FITC phosphopeptide, fluorescence polarization; note: potency is the fitted concentration of half-maximal effect; series mostly up to about 57 µM; % is set by controls: 0 for no effect and ±100 for the full control effect; nearly all actives have a fitted effect of over 65% in size
D3 antag: antagonists of human D3 dopamine receptor; actives 2.5% (n = 360,000); AID 652054; max response, negative = inhibition, %; P35462; D3R cells, DiscoveRx beta-arrestin luminescence, antagonist mode; stronger effect = lower value; in the data active = max response below about -50%; inconclusive = no clear call, values can overlap the other calls; note: % is set by controls: 0 for no effect and ±100 for the full control effect; mostly tested at two doses, the higher about 12 µM
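Cells expressing the human receptor were seeded at 1500 cells/well, incubated overnight at 37 degrees C in 5% CO2, then exposed to library compounds with dopamine controls for 90 minutes at 37 degrees C before luminescent detection.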
The depositor's hits bear a star; ? = inconclusive; / = no result given; & = joins results of further samples; [ ] = another dose, or the depositor's remark. Unless noted, calls come from the whole dose curve; as a rule, active = well fitted curve in the direction sought with a large enough effect; inconclusive = small, poorly fitted or top-dose-only effect, or another doubt; inactive = no such curve, though single readings can be large; an effect the other way counts as inactive or inconclusive. Hits appear at their usual frequency; overall some 7.8% were active at least once.

SMILES	GLP1R inv ag	GLP1R cytotox	PI5P4Ka inh	WRN helicase inh	GLP1R ag	IL2 activator	D3 ag	PLK1 PBD inh	D3 antag
CN(C)CCCNS(=O)(=O)c1ccc(Oc2ncc(C(F)(F)F)cc2Cl)cc1	?	-9%	9	10%	3%	5.4	-2	1%	-17
CCOC(=O)C1=C(COC(=O)c2ccc(OC(C)C)cc2)NC(=O)NC1C (centres undefined)	2%	-12%	0	-2%	9%	1.9	-1	0%	-9
CC1=C(C(=O)Nc2nc3ccccc3s2)C(c2ccco2)C(C#N)=C(SCC(=O)NC2CCCCC2)N1 (centres undefined)	?	-2%	15	-5%	10%	-5.0	-1	-2%	7
Cc1ccc(NC(=O)CN2C(=O)NC(Cc3ccccc3)C2=O)cc1Cl (centres undefined)	?	-2%	10	5%	0%	-0.1	-5	1%	-1
Nc1nc(Cl)c2ncn(C3OC(CO)C(O)C3O)c2n1 (centres undefined)	16%	2%	0	-1%	0%	-2.2	8	0%	1
COc1ccc(CNC(=O)C2(CC3CC(c4ccccc4)=NO3)CCN(C(=O)CCCCCBr)CC2)cc1 (centres undefined)	21%	4%	2	4%	13%	-3.9	-5	-10%	?
COc1cccc(NC(=O)COC(=O)/C=C/c2ccco2)c1	-11%	3%	-19	-11%[11.6 µM]	-6%	-0.5	2	-4%	0
O=C(OCc1c(-c2ccccc2)ncc2ccccc12)c1ccc(C(F)(F)F)cc1	11%	-18%	5	-6%	-4%	0.0	-12	0%	14
CCC(=O)N1c2ccc(S(=O)(=O)NC3CCCCC3)cc2CC1C (centres undefined)	21%	0%	0	-7%[57.1 µM]	7%	-2.1	21	-5%	-6
Cc1ccc(Cl)cc1N1CCN(S(=O)(=O)c2ccc3c(c2)C(C(C)C)C(=O)N3)CC1 (centres undefined)	?	1%	/	/	-4%	/	-4	/	/
Cc1ccc(C)c(C2C(C#N)=C(N)Oc3cc(C)oc(=O)c32)c1 (centres undefined)	10%	2%	-8	?	0%	0.0	1	-9%	-9
COc1ccccc1N(C)S(=O)(=O)c1ccc(C(=O)N(C)Cc2ccc(Cl)s2)cc1	?	-29%	8	-21%	0%	-4.3	-20	0%	-9
CCOc1ccc(NC(=O)COC(=O)c2ccc3c(c2)C(=O)N(CCc2ccccc2)C3=O)cc1	2%	10%	2	0%	-11%	-1.1	16	-1%	5
CCOC(=O)c1[nH]c2ccccc2c1NC(=O)c1ccc(S(=O)(=O)N2CCCCC2)cc1	-4%	1%	1	4%	-1%	-5.0	1	-13%	-5
CCOc1ccc(CN2CCNC(=O)C2CC(=O)NCCc2cnccn2)cc1 (centres undefined)	6%	-8%	-1	-2%	1%	-2.7	3	-11%	-13
Cc1ccc(F)c(NC(=O)Nc2ccc3snnc3c2)c1	-29%	-8%	/	/	-3%	/	-1	/	/
O=S1(=O)CCC(NC(=S)SCCOc2ccccc2)C1 (centres undefined)	-22%	6%	7	-12%	-6%	-0.8	0	?	-4
CC(=O)Nc1cc(-c2ccc(Cl)cc2)nn1-c1ccccc1	?	-6%	-5	9%	2%	0.3	0	-3%	-1
COc1ccc(NC(=O)N2CCCC(CCC(=O)N(C)CCc3ccccn3)C2)cc1 (centres undefined)	36%	23%	1	3%	7%	0.1	16	3%	-11
Cc1ccccc1Oc1ncnc2sccc12	-4%	1%	-12	7%	7%	-1.2	-3	-6%	?
COc1ccc(OC)c(NC(=O)CN2C(=O)C(C)N(c3ccc(C)cc3)C2=O)c1 (centres undefined)	?	-4%	-4	-7%	-5%	1.0	-16	6%	-2
Cc1ccc2c(c1)c1c(n2CC(O)Cn2nc(C)c(Br)c2C)C(=O)CCC1 (centres undefined)	-1%	7%	2	1%	4%	-0.1	-3	-12%	7
O=C(COC(=O)c1ccc(O)cc1)Nc1cc(C(F)(F)F)ccc1Cl	6%	0%	13	-4%	-6%	0.0	7	6%	2
Cc1nc2c(C(=O)N3CCCCC3)cnn2c(C)c1Cc1ccccc1F	-24%	-16%	/	8%	11%	-3.1	-19	-3%	-4
COc1cccc(C(=O)N2CCN(S(=O)(=O)Cc3ccccc3)CC2)c1	13%	2%	/	4%	6%	-1.3	-11	-8%	-11
COC(=O)CNC(=O)C1(C)C=CCN1C(=O)c1ccccc1 (centres undefined)	10%	0%	-3	-2%	6%	-2.3	-17	?	0
CCC(=O)Nc1ccc(NC(=O)CSc2nnnn2Cc2ccccc2)cc1C	13%	2%	1	-3%	1%	-0.4	0	2%	4
O=C(COC(=O)C1COc2ccccc2O1)Nc1cccc(F)c1 (centres undefined)	12%	-7%	3	0%	-1%	0.9	-2	4%	5
CC(=O)N1c2ccc(C)cc2C(c2ccccc2)CC1C (centres undefined)	-39%	4%	5	1%	22%	0.4	-7	1%	-19
Cc1cccc(NC(=O)CN(CC2CCCO2)C(=O)c2oc3ccccc3c2C)c1C (centres undefined)	-29%	0%	3	4%	13%	0.9	-5	0%	52
C(=C\c1ccccc1)/CN1CCN(C(c2nnnn2C2CCCCC2)C2CC2)CC1 (centres undefined)	?	-10%	11	-2%	18%	-0.3	-7	3%	-4
Cc1ccc(C(=O)N/N=C\C=C\c2ccc(Br)cc2)cn1	-2%	3%	2	-19%	1%	-0.1	2	?	-3
CCOC(=O)c1sc2nc(NC(=O)C3CC3)sc2c1C	-3%	-5%	3	4%	-2%	-2.7	2	-11%	-19
Cc1c(C(=O)N2CCN(C(=O)c3ccco3)CC2)oc2c(Cl)cccc12	11%	19%	-6	-2%	22%	-1.3	2	-2%	4
Cc1ccc(OC(=O)CCC(=O)Nc2ccc(S(=O)(=O)Nc3cc(C)on3)cc2)cc1	-2%	2%	/	21%	-8%	-0.2	1	-5%	12
CC1=C(C(=O)OCc2ccccc2)C(c2ccc(Br)cc2)NC(=O)N1CCCCCC(=O)O (centres undefined)	17%	2%	-21	-4%	13%	0.3	-8	-3%	-12
Cc1nn(C)c(C)c1S(=O)(=O)N1CCC(C(=O)NC2CCCCCC2)CC1	0%	12%	-1	-6%	-1%	-0.6	2	-2%	21
Cn1cccc1Cc1nnc(SCC(=O)NC2CCCC2)n1-c1ccc(F)cc1	-10%	3%	5	1%	-3%	-1.0	4	-10%	0
CCOc1ccc(NC(=O)CSc2nnc(C)n2CC)cc1	4%	4%	2	8%	-5%	7.5	5	-2%	27
CCCc1ncc(C[n+]2ccccc2C)c(N)n1	4%	-2%	-1	0%	-5%	0.0	7&1	-3%	-2
CCc1cc2c(=O)c(-c3nc4ccccc4n3C)c(COCC(=O)O)oc2cc1O	15%	-15%	/	-6%	2%	0.1	-6	-2%	8
CCOC(=O)/C(C#N)=N\Nc1ccc(S(=O)(=O)Nc2nc(C)cc(C)n2)cc1	13%	-8%	-2	-10%	5%	-0.3	28	-1%	-8
CCOc1ccccc1N1CCN(Cc2cn[nH]c2-c2ccc(F)cc2)CC1	?	-10%	2	7%	20%	0.0	-17	?	-84*

Grouped by structure: the entries above with a Cl atom (8)
SMILES	GLP1R inv ag	GLP1R cytotox	PI5P4Ka inh	WRN helicase inh	GLP1R ag	IL2 activator	D3 ag	PLK1 PBD inh	D3 antag
CN(C)CCCNS(=O)(=O)c1ccc(Oc2ncc(C(F)(F)F)cc2Cl)cc1	?	-9%	9	10%	3%	5.4	-2	1%	-17
Cc1ccc(NC(=O)CN2C(=O)NC(Cc3ccccc3)C2=O)cc1Cl (centres undefined)	?	-2%	10	5%	0%	-0.1	-5	1%	-1
Nc1nc(Cl)c2ncn(C3OC(CO)C(O)C3O)c2n1 (centres undefined)	16%	2%	0	-1%	0%	-2.2	8	0%	1
Cc1ccc(Cl)cc1N1CCN(S(=O)(=O)c2ccc3c(c2)C(C(C)C)C(=O)N3)CC1 (centres undefined)	?	1%	/	/	-4%	/	-4	/	/
COc1ccccc1N(C)S(=O)(=O)c1ccc(C(=O)N(C)Cc2ccc(Cl)s2)cc1	?	-29%	8	-21%	0%	-4.3	-20	0%	-9
CC(=O)Nc1cc(-c2ccc(Cl)cc2)nn1-c1ccccc1	?	-6%	-5	9%	2%	0.3	0	-3%	-1
O=C(COC(=O)c1ccc(O)cc1)Nc1cc(C(F)(F)F)ccc1Cl	6%	0%	13	-4%	-6%	0.0	7	6%	2
Cc1c(C(=O)N2CCN(C(=O)c3ccco3)CC2)oc2c(Cl)cccc12	11%	19%	-6	-2%	22%	-1.3	2	-2%	4

High-throughput results deposited in PubChem BioAssay by National Center for Advancing Translational Sciences (NCATS).
